FLuc act counter – firefly luciferase counter-screen for stimulation assays | P08659 | ATPlite luciferase biochemical, luminescence, 10 min; 0 = ATP-free wells, 1 = DMSO control | activation factor at 10 µM | 200,000 tested, under 10 active;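 active = luciferase activation factor, scaled between plate controls, of at least 2 with compound at 10 µM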
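Material: luciferase plus luciferin reagent, cell-free. Medium: PBS buffer for ATP. Also added: ATP substrate, dispensed from a 10.24 µM working solution in PBS. Doses: test compounds dosed from 2 mM stocks in 100% DMSO. Incubation: 10 min post-reagent at room temperature. Technique: light output (luminescence). Read-out basis: luminescence gain marking luciferase activators.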
bIAP act – increases bovine intestinal alkaline phosphatase activity; purified bovine IAP, CDP-star luminescence, 30 min; active compounds read high; fold of DMSO-control signal, blank-subtracted; activation factor at 20 µM; 0.17% of 200,000 active; AID 1016;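 active = activation factor of 2 or more at 20 µM, a signal rise over negative controls twice the positive control's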
TNAP act hi DEA – increases human TNAP activity under high phosphate acceptor concentration | AID 1136 | activation factor at 20 µM | P05186 | purified TNAP, CDP-star luminescence, 1 M DEA, 30 min; active compounds read high; 0 = EDTA background, 1 = DMSO-only activity | 200,000 tested, under 10 active;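 active = activation factor at least 2 at 20 µM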
Target sequence (P05186 whole entry, looked up): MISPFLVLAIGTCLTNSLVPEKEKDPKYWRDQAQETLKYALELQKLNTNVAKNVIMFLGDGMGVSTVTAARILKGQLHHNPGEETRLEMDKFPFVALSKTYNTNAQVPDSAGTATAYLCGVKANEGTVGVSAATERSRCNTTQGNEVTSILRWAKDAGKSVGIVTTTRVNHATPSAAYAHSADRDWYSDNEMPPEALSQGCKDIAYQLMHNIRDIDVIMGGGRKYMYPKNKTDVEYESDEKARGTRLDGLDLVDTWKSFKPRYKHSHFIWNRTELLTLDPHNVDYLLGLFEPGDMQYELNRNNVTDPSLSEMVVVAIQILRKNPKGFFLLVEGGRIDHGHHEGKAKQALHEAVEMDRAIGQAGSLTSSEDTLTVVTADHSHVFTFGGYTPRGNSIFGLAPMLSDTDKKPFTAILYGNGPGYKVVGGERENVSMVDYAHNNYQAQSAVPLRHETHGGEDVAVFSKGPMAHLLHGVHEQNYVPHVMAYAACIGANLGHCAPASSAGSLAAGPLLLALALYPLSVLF
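Test system – human TNAP · Doses – 20 µM single point · Incubation – 30 min, room temperature · Signal – luminescent substrate turnover signal · Read-out basis – activation factor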
FLuc inh counter – Photinus pyralis luciferase inhibition counter-screen; 1.5% of 200,000 active; inhibition, % at 10 µM; P08659; ATPLite firefly luciferase biochemical luminescence, 10 min;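 active = inhibition above about 50% when tested at 10 µM, limit read from the data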
TNAP inh hiacc – inhibitors of human TNAP at high phosphate acceptor concentration; P05186; purified TNAP, CDP-star luminescence, 1 M DEA; inhibition, % at 20 µM; 0.03% of 200,000 active;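 active = over 50% inhibition of tissue-nonspecific alkaline phosphatase at 20 µM in the single-dose screen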;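 also: plate controls were DMSO wells for no effect and EDTA-quenched wells as full inhibition for full effect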
PMI act – activators of human phosphomannose isomerase; P34949; activation factor at 20 µM; purified human PMI, coupled resazurin fluorescence, 20 min; active compounds read high; 1 = vehicle control, 0 substrate-free wells; 0.005% of 190,000 active;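 active = activation factor of 2 or more at 20 µM, relative to plate controls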
Target sequence (P34949 whole entry, looked up): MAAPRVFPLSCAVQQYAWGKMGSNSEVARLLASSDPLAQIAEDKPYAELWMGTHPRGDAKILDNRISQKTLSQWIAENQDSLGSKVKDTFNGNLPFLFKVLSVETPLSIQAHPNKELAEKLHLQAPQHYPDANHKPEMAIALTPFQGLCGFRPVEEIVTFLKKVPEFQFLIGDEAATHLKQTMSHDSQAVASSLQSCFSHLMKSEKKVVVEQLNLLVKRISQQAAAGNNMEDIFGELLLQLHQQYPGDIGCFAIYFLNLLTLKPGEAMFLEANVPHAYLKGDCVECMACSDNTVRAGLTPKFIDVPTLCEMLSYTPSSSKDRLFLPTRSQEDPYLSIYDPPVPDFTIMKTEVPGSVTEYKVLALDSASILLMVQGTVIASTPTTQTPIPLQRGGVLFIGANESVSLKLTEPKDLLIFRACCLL
APP 5'UTR act – activates APP 5'UTR luciferase reporter; 1% of 190,000 active; activation, % at 2 µM; SH-SY5Y APP 5'UTR luciferase reporter, luminescence; zero percent = DMSO vehicle wells;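 active = activation above a set limit, based on mean plus 3 SD of controls, cut at about 140% in these data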; also: values of inactives mirror those of a sister screen read the other way
NF-kB neuron act – compounds increasing NF-kB expression in human neuronal cells. NF-kB reporter expression; active compounds read high. fold change at 12.5 µM. 1.6% of 190,000 active. AID 1239; in the data active = fold change above about 3.3
TNAP inh no acc – TNAP (human) inhibition, acceptor-free conditions; P05186; purified TNAP, CDP-star luminescence, 30 min; inhibition, % at 20 µM; 0.26% of 200,000 active;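 active = tissue-nonspecific alkaline phosphatase inhibition above about 50% at 20 µM in the single-dose screen, limit read from the data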;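 also: 0% = DMSO negative control and 100% = EDTA positive control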
PMI act hi M6P – activators of human phosphomannose isomerase at near-saturating mannose 6-phosphate; P34949; coupled PMI enzyme assay, resazurin fluorescence, 20 min; active compounds read high; 1 = untreated enzyme, 0 = substrate-free blank; activation factor at 20 µM; 0.34% of 190,000 active; AID 1216;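 active = activation factor of 2 or more at 20 µM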
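Material: human phosphomannose isomerase with PGI, G6PDH, diaphorase coupling enzymes. Quantity: 15 ng/mL PMI. Medium: HEPES pH 7.4 buffer with MgCl2 and Tween-20. Reagent: Near-saturating mannose-6-phosphate, 1.0 mM. Compound: 20 µM single dose. Times: enzyme reaction with compound 20 min at room temperature. Detection: resorufin fluorescence at Ex 544/Em 590 nm.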
An asterisk follows results filed as active; x = no result given.

SMILES,FLuc act counter,bIAP act,TNAP act hi DEA,FLuc inh counter,TNAP inh hiacc,PMI act,APP 5'UTR act,NF-kB neuron act,TNAP inh no acc,PMI act hi M6P
COc1ccc(-n2cnc(N)c2C(=O)c2cccc([N+](=O)[O-])c2)cc1,1.1,1.2,1,-9,-4,0.9,-43,0.85,-4,0.9
CC(N)=Nc1ccc([N+](=O)[O-])cc1,1,0.9,1,-3,1,0.9,2,1.1,-1,0.9
O=C(Nc1ccc2c(c1)OCO2)c1cnccn1,0.8,0.9,1,21,-1,1.1,39,2.2,-7,1.1
O=C(NN1C(=O)C2C3c4ccccc4C(c4ccccc43)C2C1=O)C1CC1 (stereo not given),1.1,1,1.1,-7,-7,1,-4,1.3,-12,1.1
CC(C)CCN1CCN(Cc2cnc(N3CCCC3)s2)CC1CCO (stereo not given),1,0.9,1,-4,0,0.9,20,1.1,-6,1
O=c1cc(NS(=O)(=O)c2ccccc2)nc(SCc2c(Cl)cccc2Cl)[nH]1,1.1,0.5,1.1,-11,-5,0.9,17,1.1,-2,0.9
CNC(=O)NC(=O)CSc1ccc(NC(C)=O)cc1,1.1,0.9,1.1,-9,-6,1,-2,1.2,-7,1
Nn1c(SCc2cccc(Oc3ccccc3)c2)nnc1C(F)(F)F,1.1,1,1,-6,0,1,17,1.2,-4,1
N#CCCSc1ncnc2c1oc1ccccc12,1,1,1,4,4,1.2,21,1.6,-2,1.3
CCCCn1c(SCC(=O)NC(C)(C)C)nnc1-c1ccco1,1.1,0.9,1,-10,-4,1.1,11,0.85,2,1
COCC(=O)N=Nc1c(O)[nH]c2ccccc12,1,1,1,2,1,0.9,4,1.2,-8,1
CCOC(=O)/C(C#N)=C/c1c(Oc2cccc(C)c2)nc2c(C)cccn2c1=O,1,1,1,-2,2,1,-14,1.2,1,1.1
N#Cc1c(NC(=O)CSc2ncnc3sccc23)oc(-c2ccco2)c1-c1ccco1,1,1,1,0,3,1.3,1,0.96,-2,0.9
CCOC(=O)CC1C(C(=O)OCC)ON2OC(C(=O)OC)C(C(=O)OCC)C12 (stereo not given),1.1,0.9,1.1,-10,-7,1.1,-5,1,-7,1.1
COc1cc(/C=C(\C#N)c2ccccn2)ccc1OCC(=O)Nc1cccc(C(F)(F)F)c1,1.1,0.9,1,-7,-4,1.1,-4,1.2,-3,1
COc1ccc(NC(=O)Cn2nnc(-c3ccc(CN4CCOCC4)cc3)n2)c(OC)c1,1,1,1.1,-3,-8,1,3,1,-18,1

Ordered by count of non-hydrogen atoms (low to high): five of the compounds above
SMILES,FLuc act counter,bIAP act,TNAP act hi DEA,FLuc inh counter,TNAP inh hiacc,PMI act,APP 5'UTR act,NF-kB neuron act,TNAP inh no acc,PMI act hi M6P
COCC(=O)N=Nc1c(O)[nH]c2ccccc12,1,1,1,2,1,0.9,4,1.2,-8,1
CCOC(=O)/C(C#N)=C/c1c(Oc2cccc(C)c2)nc2c(C)cccn2c1=O,1,1,1,-2,2,1,-14,1.2,1,1.1
N#Cc1c(NC(=O)CSc2ncnc3sccc23)oc(-c2ccco2)c1-c1ccco1,1,1,1,0,3,1.3,1,0.96,-2,0.9
COc1ccc(NC(=O)Cn2nnc(-c3ccc(CN4CCOCC4)cc3)n2)c(OC)c1,1,1,1.1,-3,-8,1,3,1,-18,1
COc1cc(/C=C(\C#N)c2ccccn2)ccc1OCC(=O)Nc1cccc(C(F)(F)F)c1,1.1,0.9,1,-7,-4,1.1,-4,1.2,-3,1

(next part)
SMILES,FLuc act counter,bIAP act,TNAP act hi DEA,FLuc inh counter,TNAP inh hiacc,PMI act,APP 5'UTR act,NF-kB neuron act,TNAP inh no acc,PMI act hi M6P
Cc1ccc(N=Cc2cc(C)n(C3CCCC3)c2C)cc1,0.9,0.9,1,7,0,0.9,2,0.86,-5,1.1
CCCCNC(=O)Nc1c(C(=O)OC)[nH]c2ccc(C)cc12,1,1,1,-5,-3,1.1,13,1,-8,1.1
O=C(Oc1ccc(-c2cnc3ccccc3n2)cc1)c1cccc([N+](=O)[O-])c1,1,0.8,1,-4,1,0.9,116,1.9,-15,0.9
CCOC(=O)c1c(NC(=O)CN2C(=O)NC(C)(c3ccccc3)C2=O)sc(C)c1C (stereo not given),1.1,1,1,-9,0,0.9,-18,0.88,-7,0.9
O=C(O)CCCCCNS(=O)(=O)/C=C/c1ccccc1,1.1,0.9,1.1,-10,-7,1,21,1.3,-13,1
CCN(CC)S(=O)(=O)c1cc([N+](=O)[O-])ccc1N=Nc1c(O)n(C)c2ccccc12,1.1,1.1,0.9,-11,13,1,-6,1,19,1.1
Cc1ccc(NC(=O)CCSc2nnnn2-c2ccc3c(c2)OCO3)cc1C,1,0.9,1,-3,-1,0.8,-2,1.6,-11,0.8
CC(C)CCSc1nc2c(c(=O)[nH]c(=O)n2C)n1CCc1ccccc1,1.1,0.8,1.1,-10,-6,1,-33,0.98,-57,0.9
COc1ccsc1C(=O)Nc1ccc(F)cc1F,1.1,1.1,1.1,-6,-5,1.1,15,1.3,2,1.1
Cc1ccc(NC(=O)c2cc(N3C(=O)C4CCCCC4C3=O)ccc2N2CCOCC2)cc1 (stereo not given),1.1,1.1,1.1,-7,-7,1,-7,1.2,-4,1
COc1cccc(CN2CC(O)=C(c3nc(-c4ccc(Cl)cc4)cs3)C2=N)c1,1.1,1,1,-7,-2,0.8,10,1.1,-12,0.8
CCCCCC(=O)Nc1ccc(Cl)cn1,1,1,1,3,-5,1,9,2,-4,1
Cn1cc(/C=C(\C#N)C(=O)Nc2ncc(Cc3ccc(Cl)cc3)s2)c2ccccc21,1.1,1,0.9,-6,10,1,-2,1.1,-1,1
Cc1oc(-c2ccc(Cl)cc2)nc1CN1CCCC(C(=O)N2CCN(C(=O)c3ccco3)CC2)C1 (stereo not given),1.1,1,1.1,-10,-5,1.1,x,0.74,-2,1
CNS(=O)(=O)c1cccc(C(=O)Nc2cccnc2)c1,1.1,0.7,1,-8,-4,1,-22,1.1,-2,1
O=c1c(Cl)c(Cl)cnn1Cc1ccccc1Cl,1,0.6,1,-4,-2,0.7,-92,1.4,-14,0.9
COc1ccc(CNC(=S)N/N=C/c2ccncc2)cc1,1,0.7,1,-2,2,1,-8,1.2,-11,1
CC(C)CCNc1nc(-c2ccco2)c2c(c1C#N)CCCC2,1,0.8,1.1,-5,-8,0.9,-8,1,-31,1
Cc1nc2c(C)cccn2c1/C(O)=C1\C(=O)C(=O)N(CCN2CCOCC2)C1c1ccncc1 (stereo not given),1.1,1,1,-8,-3,1.1,3,1.3,-11,1.2
O=C(CSc1nn(-c2ccc(F)cc2)c(=S)s1)NC(=O)NCc1ccco1,1,0.8,1.1,-4,-7,1.1,-11,1.1,-15,1.1
CC(=O)Nc1cc(Br)ccc1O,1,0.9,1,-2,-4,1,8,x,-3,0.9
Cc1ccc(Cl)cc1N1CCN(C(=O)c2cc3c(=O)[nH]c4ccccc4c3n2C)CC1,1,1,1,-3,-3,1,-14,1.2,-5,1.1
CCOC(=O)N1CCN(S(=O)(=O)N(C)C)CC1,1,0.9,1,-3,-2,1,6,1.3,-11,0.9
O=C(NCCc1ccccc1)C(c1ccccc1)N(C(=O)c1csnn1)C1CC1 (stereo not given),1,1,1,-5,-5,0.9,3,0.91,-5,1
CCCn1c(SCC(=O)N2CCCC(C)C2)nnc1-c1cccnc1 (stereo not given),1,1.1,1,-3,-4,1.1,-2,1.1,-8,1
CC(C)(C)c1csc(N(CCC#N)CCC#N)n1,1,1,1,-2,-1,1,-8,1.1,-6,0.9
O=C(COC(=O)c1ccccn1)c1ccc(Br)cc1,0.4,1,1,63*,-4,1.1,4,1.1,-11,1
COc1cccc(Cn2c(NCc3cccnc3)nc3c2c(=O)n(C)c(=O)n3C)c1,1,1,1,4,1,1,-33,0.7,-6,1.1
Cc1ccc2c(c1)C(=O)C(=O)N2CCOc1ccccc1,0.9,0.8,1,8,0,0.7,-79,3.6*,5,0.7
CCOC(=O)c1sc(NC(=O)CSc2nc3c(c(=O)n2-c2ccc(F)cc2)SCC3)c(C(=O)OCC)c1C,1.1,0.9,1,-11,0,0.9,-4,1,1,0.8
Cc1nc(SCC(=O)c2ccccc2)n[nH]1,1,1.4,1.1,-4,-6,0.3,61,1.5,13,0.5
CCCCCNC(=O)c1cccnc1SCC(=O)Nc1ccccc1OC,1.1,0.8,1,-6,2,1,-1,0.96,-12,1
COc1ccccc1N(C)S(=O)(=O)c1ccc(C(=O)OCC(=O)N(C)c2ccccc2)cc1,1,1.1,1.1,-4,-6,1,-1,0.95,-6,1
CCOC(=O)N1CCN(C(=O)c2c(-c3ccccc3)noc2C)CC1,1,1,1,-5,0,0.9,2,1.1,-6,0.9
O=C(/C=C/N1CCOCC1)c1coc2ccccc12,0.5,0.9,1,54*,-3,1,49,2.4,-9,1
Cc1ccc(C(=O)NN(CCC#N)C2=NS(=O)(=O)c3ccccc32)cc1,1,1,1,-1,-2,x,1,1.1,-7,x
c1ccc(-n2cccc2CNC2CCCCC2)cc1,1,1,1,-1,-2,1,-9,1.3,-10,1
Cc1c(N2C(=O)CS/C2=N\N=C\c2ccc(Cl)cc2)c(=O)n(-c2ccccc2)n1C,1,0.9,1,-2,0,1,-15,0.97,-5,1
O=C(NCCN1CCN(C(=O)c2cc3ccccc3oc2=O)CC1)c1cc2ccccc2oc1=O,1,1.1,1,-4,-3,1,7,1.1,-10,0.9
Clc1ccc(N2CCN(c3ncnc4c3oc3ccccc34)CC2)cc1,1.1,1,1.1,-11,-10,1.1,x,x,-5,1.1
COC(=O)c1sccc1NC(=O)C1C2C=CC(O2)C1C(=O)O (stereo not given),1,0.9,1.1,-1,-5,0.9,28,1,-14,0.9
O=C(Cn1cnc2c(cnn2-c2ccccc2)c1=O)N1CCOCC1,1,0.9,1,-3,-3,0.9,-14,1.2,-8,0.9
COC(=O)CCCCCCCCCCN1CCCCC1,1,0.8,1,0,-2,0.8,13,1,-1,0.9
Clc1ccc2nc(N3CCCCC3)[nH]c2c1,0.6,0.9,1,39,2,0.8,119,5.3*,-8,0.8
CCCC(C)C(=O)OCC(=O)NCc1ccc(OC)c(OC)c1 (stereo not given),1.1,0.9,1,-7,-3,1.1,-3,1,-10,1.1
O/N=C(\COc1ccccc1O)c1ccccc1,1.1,0.9,1,-6,-2,1,-7,1.2,-8,1
C1CSC2(N1)C1CC3CC2CC(C1)C31NCCS1 (stereo not given),1.1,0.8,1,-10,0,1,-1,1,29,1
COc1ccc(CCN=c2c([N+](=O)[O-])nn(-c3cccc(C)c3)n2O)cc1OC,1.1,1,1,-8,4,1.1,19,1.4,11,1
O=C(O)COc1ccc(Oc2ccccc2)cc1,1,0.9,1,-2,-3,0.9,5,0.97,-3,1
CC(=O)N1SC(N)=NC1c1ccccc1 (stereo not given),1.1,1,1.1,-7,-7,1.2,2,1.5,-3,1.1
O=C(CSCc1ccc(F)cc1)Nc1ccc(F)cc1,1.1,1.2,1,-6,-4,1,6,1.4,-12,1
